# Epigenetic derep: epigenetic control regulation, reporter derepression. murine LDR cells, GFP reporter derepression, 30 h. hit rate 0.2% among 280,000. AID 1865. Potency, µM (highest dose often 53.9 µM), for inactives: at the highest dose GFP activation, hits mostly activators; note: potency is the fitted concentration of half-maximal effect; % of control where 0% means no effect; nearly all actives have a fitted effect of over 60% in size
#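 Readout is the number of GFP-expressing murine LDR cells, counted by cytometry following washing. Cells were treated with compound for 30 h at 37 C; the stably integrated CMV-GFP locus is normally silent.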
# CBFb-RUNX1 inh: blocks binding between human CBF-beta and RUNX1; AlphaScreen CBFb-His/RUNX1-biotin binding, biochemical; Potency, µM (titrated, usually from 59.8 µM), for the others: top-dose activity, negative = inhibition, usual class: inhibitors; 230,000 tested, under 10 active; AID 1477; note: % of control where 0% means no effect
# Target sequence (Q01196 whole entry, looked up): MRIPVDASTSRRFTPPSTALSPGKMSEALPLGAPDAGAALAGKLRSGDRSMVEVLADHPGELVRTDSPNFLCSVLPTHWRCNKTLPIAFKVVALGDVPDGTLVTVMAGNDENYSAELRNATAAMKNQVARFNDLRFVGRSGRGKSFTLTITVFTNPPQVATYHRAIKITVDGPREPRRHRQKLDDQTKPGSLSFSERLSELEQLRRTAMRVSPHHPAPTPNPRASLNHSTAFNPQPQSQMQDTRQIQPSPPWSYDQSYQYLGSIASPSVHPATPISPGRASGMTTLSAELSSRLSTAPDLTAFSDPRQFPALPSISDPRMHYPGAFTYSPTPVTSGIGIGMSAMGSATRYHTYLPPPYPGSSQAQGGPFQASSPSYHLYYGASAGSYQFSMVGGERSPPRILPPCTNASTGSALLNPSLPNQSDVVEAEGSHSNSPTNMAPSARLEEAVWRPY
# Target sequence (Q13951 whole entry, looked up): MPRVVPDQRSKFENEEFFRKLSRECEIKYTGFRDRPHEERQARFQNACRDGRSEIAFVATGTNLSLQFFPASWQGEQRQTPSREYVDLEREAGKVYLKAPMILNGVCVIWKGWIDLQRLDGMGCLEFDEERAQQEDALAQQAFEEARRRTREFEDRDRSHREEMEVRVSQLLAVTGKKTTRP
#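 His-tagged CBF-beta and biotinylated RUNX1 (30 nM each) were premixed 20 min at room temperature, exposed to compound for 15 min, then given nickel-chelate and streptavidin AlphaScreen beads (50 ng each). After 90 min, AlphaScreen signal was read.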
# The depositor's hits bear a star; & = joins results of further samples; [ ] = dose if it differs, or a comment. Calls come from the whole dose curve; as a rule, active = well fitted curve in the direction sought with a large enough effect; inconclusive = small, poorly fitted or top-dose-only effect, or another doubt; inactive = no such curve, though single readings can be large; an effect the other way counts as inactive or inconclusive. The list is partial; rates above refer to the full screens.
# Start of the data: the first 6 compounds, ahead of the listing:
(1) CC(=O)OC[C@@H]1O[C@@H](O/N=C2/C[C@@H](O)[C@@H](O)[C@@H]3[C@@H]4C(=O)N([C@@H](C)c5ccccc5)C(=O)[C@H]4CC[C@H]23)[C@H](OC(C)=O)[C@H](OC(C)=O)[C@@H]1OC(C)=O
(2) C#CCCCO/N=C1/C[C@@H](O)[C@@H](O)[C@@H]2[C@@H]3C(=O)N([C@@H](C)c4ccccc4)C(=O)[C@H]3CC[C@@H]12
(3) CO[C@@H]1COC(=O)[C@H]2CCCN2C(=O)[C@@H](C)COC(=O)[C@H](COCc2ccccc2)NC(=O)C/C=C\[C@H]1C
(4) C#CCCCO/N=C1/C[C@@H](O)[C@@H](O)[C@@H]2[C@@H]3C(=O)N(CCC(=O)OCC)C(=O)[C@H]3CC[C@@H]12
(5) CC12C=C(/C=C/C=C/c3ccccc3)C(C)(C1)C(/C=C/c1ccccc1)CC2=O (stereo not given)
(6) COC(=O)[C@H](C)NC(=O)C/C=C\[C@@H](C)[C@@H](CO)OC
assay / entry | 1 | 2 | 3 | 4 | 5 | 6
Epigenetic derep | 0.0%[10.1 µM] | 0.0%[10.1 µM] | 0.0%[10.1 µM] | 0.0%[10.1 µM] | 12%[10.1 µM] | 0.0%[10.1 µM]
CBFb-RUNX1 inh | 5%[13.1 µM] | 2%[13.1 µM] | 13%[13.1 µM] | -9%[13.1 µM] | 1%[13.1 µM] | 12%[13.1 µM]

# The whole of this part, previewed entries included:
(1) CC(=O)OC[C@@H]1O[C@@H](O/N=C2/C[C@@H](O)[C@@H](O)[C@@H]3[C@@H]4C(=O)N([C@@H](C)c5ccccc5)C(=O)[C@H]4CC[C@H]23)[C@H](OC(C)=O)[C@H](OC(C)=O)[C@@H]1OC(C)=O
(2) C#CCCCO/N=C1/C[C@@H](O)[C@@H](O)[C@@H]2[C@@H]3C(=O)N([C@@H](C)c4ccccc4)C(=O)[C@H]3CC[C@@H]12
(3) CO[C@@H]1COC(=O)[C@H]2CCCN2C(=O)[C@@H](C)COC(=O)[C@H](COCc2ccccc2)NC(=O)C/C=C\[C@H]1C
(4) C#CCCCO/N=C1/C[C@@H](O)[C@@H](O)[C@@H]2[C@@H]3C(=O)N(CCC(=O)OCC)C(=O)[C@H]3CC[C@@H]12
(5) CC12C=C(/C=C/C=C/c3ccccc3)C(C)(C1)C(/C=C/c1ccccc1)CC2=O (stereo not given)
(6) COC(=O)[C@H](C)NC(=O)C/C=C\[C@@H](C)[C@@H](CO)OC
(7) COc1cccc([C@@H]2Oc3ccc(OC)cc3/C(=N/O[C@@H](C)c3cc(-c4c(C)cc(C)cc4C)no3)[C@@H]2O)c1
(8) CCOC(=O)OCC1OC(C#Cc2ccc(C)cc2C)C=CC1OC(=O)OCC (stereo not given)
assay / entry | 1 | 2 | 3 | 4 | 5 | 6 | 7 | 8
Epigenetic derep | 0.0%[10.1 µM] | 0.0%[10.1 µM] | 0.0%[10.1 µM] | 0.0%[10.1 µM] | 12%[10.1 µM] | 0.0%[10.1 µM] | 0.8%[10.1 µM] | 2.3%[10.1 µM]
CBFb-RUNX1 inh | 5%[13.1 µM] | 2%[13.1 µM] | 13%[13.1 µM] | -9%[13.1 µM] | 1%[13.1 µM] | 12%[13.1 µM] | -5%[13.1 µM] | 5%[13.1 µM]

(9) CO[C@H]1COC(=O)[C@H](C)NC(=O)C/C=C\[C@@H](C)[C@@H](NS(=O)(=O)c2ccc(C)cc2)COC(=O)C/C=C\[C@@H]1C
(10) C=CCC1(c2ccccc2)Oc2ccc(C)cc2-c2nc3cc(Cl)c(Cl)cc3nc21 (stereo not given)
(11) CCCNC(=O)OC[C@@H]1O[C@H](CCO/N=C(\C)CCN2CCCc3nc(C)c(C)cc32)C=C[C@@H]1Oc1ccc(OC)cc1
(12) CC(=O)OC[C@H]1O[C@@H](O/N=C(\C)CCN2CCc3nc(-c4ccccc4)c(-c4ccccc4)cc3C2)[C@H](OC(C)=O)[C@@H](OC(C)=O)[C@H]1OC(C)=O
(13) Cc1cc(C)cc(/C=C/C2OCC(O)C2Oc2ccc(C3CCCC3)cc2)c1 (stereo not given)
(14) CC(=O)OC[C@@H]1O[C@@H](O/N=C2/C[C@@H](O)[C@@H](O)[C@@H]3[C@@H]4C(=O)N(C(C)(C)C)C(=O)[C@H]4CC[C@@H]23)[C@H](OC(C)=O)[C@H](OC(C)=O)[C@@H]1OC(C)=O
(15) CC(=O)OC[C@@H]1O[C@H](C/C=N\O[C@@H](C)CN2CCCCc3nc(C)c(C)cc32)C=C[C@@H]1OC(C)=O
(16) CC(=O)OC[C@@H]1O[C@H](C/C=N\O[C@@H]2O[C@H](COC(C)=O)[C@@H](OC(C)=O)[C@H](OC(C)=O)[C@H]2OC(C)=O)C=C[C@@H]1OC(C)=O
assay / entry | 9 | 10 | 11 | 12 | 13 | 14 | 15 | 16
Epigenetic derep | 0.0%[10.1 µM] | 1.1%[10.1 µM] | 1.1%[10.1 µM] | 1.1%[10.1 µM] | 0.8%&0.0%[10.1 µM] | 0.0%[10.1 µM] | 0.0%[10.1 µM] | 0.0%[10.1 µM]
CBFb-RUNX1 inh | 9%[13.1 µM] | 7%[13.1 µM] | -6%[13.1 µM] | -4%[13.1 µM] | 7%&13%[13.1 µM] | -14%[13.1 µM] | 5%[13.1 µM] | 4%[13.1 µM]

(17) CC1CCC2C(=O)N3C(CCC(C)[C@H]3c3ccccc3Br)C(=O)N2C1c1ccccc1Br (stereo not given in full)
(18) COC(=O)NC(c1ccco1)[C@]1(C(C)=O)CCCC1=O (stereo not given in full)
(19) O=C1C=C[C@@H](O)[C@H]2[C@@H]3C(=O)N(Cc4ccc5c(c4)OCO5)C(=O)[C@@H]3CC[C@H]12
(20) COC(=O)C/C=C\[C@@H](C)[C@@H](/C=N\O[C@@H](C)c1cn([C@H]2COC[C@H]2O)nn1)OC
(21) CC(C)CCN1CCc2nc(COc3ccccc3)c3c(c2C1)COC(C)C3 (stereo not given)
(22) CC(=O)OCC1OC(C#Cc2ccc(Br)cc2)C=CC1OC(C)=O (stereo not given)
(23) COC(=O)C/C=C\[C@H](C)[C@@H](OC)c1ccccc1Br
(24) O=C(/C=N/O)NCCCCNC(=O)/C=N/O
assay / entry | 17 | 18 | 19 | 20 | 21 | 22 | 23 | 24
Epigenetic derep | 0.8%[10.1 µM] | 0.8%[10.1 µM] | 0.0%[10.1 µM] | 0.8%[10.1 µM] | 1.1%[10.1 µM] | 2.2%[10.1 µM] | 0.0%[10.1 µM] | 1.1%[10.1 µM]
CBFb-RUNX1 inh | 12%[13.1 µM] | 20%[13.1 µM] | 20%[13.1 µM] | 4%[13.1 µM] | 7%[13.1 µM] | -6%[13.1 µM] | 2%[13.1 µM] | 6%[13.1 µM]

(25) CC(=O)OC[C@@H]1O[C@@H](O/N=C2/C[C@@H](O)[C@@H](O)[C@@H]3[C@@H]4C(=O)N(c5cccc(Oc6ccccc6)c5)C(=O)[C@H]4CC[C@H]23)[C@H](OC(C)=O)[C@H](OC(C)=O)[C@@H]1OC(C)=O
(26) C=CCOC(=O)C(C(C)=O)C(NC(=O)OC)c1cccs1 (stereo not given)
(27) COc1ccc2c(c1)O[C@H](c1cccc(C(F)(F)F)c1)[C@@H](O)C2=O
(28) CC(C)CO/N=C1/[C@H]2O[C@@H]2[C@@H](O)[C@H]2[C@H]1CCn1c(=O)n(-c3ccccc3)c(=O)n12
(29) CC12CC3OS(=O)OC3CC3C4C(C(OCc5ccccc5)C31)C42 (stereo not given)
(30) COc1ccc(O[C@H]2C=C[C@@H](c3ccccc3)O[C@H]2CO/N=C(/C)CCC(=O)OC[C@@H]2O[C@H](C#Cc3ccccc3)C=C[C@@H]2Oc2ccc(C)cc2)cc1
(31) CC(C)CCN1CCc2nc(-c3ccccc3)c3c(c2C1)COC(C)C3 (stereo not given)
(32) Cc1ccc(/C=C/C2=CC3(C)CC2(C)C(c2ccc(C)cc2)CC3=O)cc1 (stereo not given)
assay / entry | 25 | 26 | 27 | 28 | 29 | 30 | 31 | 32
Epigenetic derep | 0.0%[10.1 µM] | 0.8%[10.1 µM] | 0.0%[10.1 µM] | 2.0%[10.1 µM] | 1.1%[10.1 µM] | 0.8%[10.1 µM] | 0.0%[10.1 µM] | 0.0%[10.1 µM]
CBFb-RUNX1 inh | -4%[13.1 µM] | 6%[13.1 µM] | 2%[13.1 µM] | 8%[13.1 µM] | 7%[13.1 µM] | 15%[13.1 µM] | 6%[13.1 µM] | 6%[13.1 µM]

(33) C=CC[C@@H]1C=C[C@@H](O/N=C\C[C@@H]2C=C[C@H](OC(C)=O)[C@H](COC(C)=O)O2)[C@@H](CO)O1
(34) CCOC(=O)CCN1C(=O)[C@H]2[C@H]3[C@H](O)[C@H](O)C/C(=N/OC[C@@H](O)COCc4ccco4)[C@@H]3CC[C@@H]2C1=O
(35) COc1ccc(COC(=O)N/N=C2/C[C@@H](O)[C@@H](O)[C@@H]3[C@@H]4C(=O)N(Cc5ccc6c(c5)OCO6)C(=O)[C@H]4CC[C@@H]23)cc1
(36) C/C=C/OC(=O)NC(c1cccc(C)c1)[C@@]1(C(=O)OCC)CCCC1=O (stereo not given in full)
(37) CC1CCC2C(=O)OC(CN3C(=O)c4ccccc4C3=O)CN2C1c1ccc(Br)cc1 (stereo not given)
(38) C=CCC1C=CC(Oc2ccc(OC)cc2)C(COC(=O)c2ccc(Br)cc2)O1 (stereo not given)
(39) C[C@@H]1/C=C\CC(=O)OC[C@H](C)C(=O)N2CCC[C@@H]2C(=O)OC1
(40) CC(C)CO/N=C1/C[C@@H](O)[C@@H](O)[C@@H]2[C@H]3C(=O)N(c4ccc(F)cc4F)C(=O)[C@@H]3CC[C@@H]12
assay / entry | 33 | 34 | 35 | 36 | 37 | 38 | 39 | 40
Epigenetic derep | 1.1%[10.1 µM] | 2.0%[10.1 µM] | 0.0%[10.1 µM] | 0.0%[10.1 µM] | 0.0%[10.1 µM] | 0.0%[10.1 µM] | 0.0%[10.1 µM] | 0.8%[10.1 µM]
CBFb-RUNX1 inh | 8%[13.1 µM] | -3%[13.1 µM] | 7%[13.1 µM] | 1%[13.1 µM] | 6%[13.1 µM] | 26%[13.1 µM] | 4%[13.1 µM] | 9%[13.1 µM]

(41) O=C1C2=CC[C@H]3C(=O)N(Cc4ccccc4)C(=O)[C@@H]3[C@@H]2[C@H](O)[C@@H]2O[C@H]12
(42) CO[C@@H]1/C=C\CC(=O)N[C@@H](C)C(=O)OC[C@@H](OC)[C@H](C)CCCC(=O)OC[C@H]1C
(43) CCOC(=O)N/N=C1/C[C@@H](O)[C@@H](O)[C@@H]2[C@@H]3C(=O)N(C(C)(C)C)C(=O)[C@H]3CC[C@@H]12
(44) CC(C)CO/N=C1/C[C@@H](O)[C@@H](O)[C@@H]2[C@@H]3C(=O)N(c4cccc(Oc5ccccc5)c4)C(=O)[C@H]3CC[C@@H]12
(45) C[C@@H]1NC(=O)[C@@H](C)COC(=O)[C@H](C)NC(=O)[C@@H](C)COC1=O
(46) CO/N=C\c1ccc(C(=O)N2[C@H](c3ccc(C)cc3)[C@@H](C)CC[C@H]2C(=O)OC)cc1
(47) CC(C)CO/N=C1/C[C@@H](O)[C@@H](O)[C@@H]2[C@@H]3C(=O)N(Cc4ccc5c(c4)OCO5)C(=O)[C@H]3CC[C@H]12
(48) C[C@H]1/C=C\CC(=O)OC[C@H](C)C(=O)N2CCC[C@@H]2C(=O)OC1
(49) CO[C@@H]1COC(=O)C/C=C\[C@H](C)[C@@H](NS(=O)(=O)c2ccc(C)cc2)COC(=O)C/C=C\[C@@H]1C
assay / entry | 41 | 42 | 43 | 44 | 45 | 46 | 47 | 48 | 49
Epigenetic derep | 1.1%[10.1 µM] | 1.1%[10.1 µM] | 0.8%[10.1 µM] | 1.1%[10.1 µM] | 0.0%[10.1 µM] | 0.0%[10.1 µM] | 0.0%[10.1 µM] | 0.0%[10.1 µM] | 0.8%&-0.2%[10.1 µM]
CBFb-RUNX1 inh | -17%[13.1 µM] | 5%[13.1 µM] | 4%[13.1 µM] | 1%[13.1 µM] | 1%[13.1 µM] | 4%[13.1 µM] | 4%[13.1 µM] | 4%[13.1 µM] | 9%&-12%[13.1 µM]

# Bioassay records deposited in PubChem by National Center for Advancing Translational Sciences (NCATS).
